HIF-2a block: HIF-2a inhibition; inhibition, % at 18.8 µM; 360,000 tested, 0.72% active; 786-0 RCC cells HIF-2a reporter, luciferase luminescence, overnight;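 active = inhibition of the luminescence signal of 40% or more relative to plate controls, in a single-dose primary screen at 18.75 µM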
Shn3 inh set2: inhibitors of Schnurri-3 3'UTR reporter in osteoblasts; AID 588674; inhibition, % at 12.5 µM; Clone20 osteoblast Shn3 3'UTR firefly luciferase, 24 h; 360,000 tested, 0.52% active;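 active = mean inhibition of at least 75% with every replicate also reaching 75%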;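 note: 0% = median of neutral control wells and 100% = pilot-screen positive control compound; some compounds past the cut are filed as inactive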
KKLEB cytotox: reduces viability of KKLEB cystic fibrosis airway cells; AID 602141; 360,000 tested, 0.36% active; activity change (cytotoxicity), % at 5 µM; KKLEB CF airway cells viability, ATPlite luminescence, overnight; stronger effect = lower value; cells stimulated with P. aeruginosa culture filtrate;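 active = corrected activity change at or below -50% at 5 µM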
MITF TRPM1 inh: inhibitors of MITF-driven TRPM1 promoter in melanoma cells. SK-MEL-5 TRPM1 promoter luciferase, 24 h. inhibition, % at 12.5 µM. 330,000 tested, 0.83% active. AID 488899;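 active = mean inhibition across replicates of 60% or more, whatever share of single replicates reaches that level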; note: values of inactives mirror those of a sister screen read the other way
LMP1 NFkB inh: reduces LMP1-driven NF-kappaB luciferase signal | LMP1-induced NF-kappaB luciferase reporter cells, luminescence | inhibition, % at 12.5 µM | 350,000 tested, 0.69% active; in the data active = inhibition above about 41%;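 note: 0% = neutral control wells and 100% = reference inhibitor control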
NR2E3 ag-1: human photoreceptor-specific nuclear receptor agonism; Q9Y5X4; CHO-S Gal4-NCOR/VP16-NR2E3 two-hybrid, luciferase; inhibition of corepressor binding, % at 3.98 µM; 360,000 tested, 0.35% active; AID 602229;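 active = inhibition above the mean of all tested compounds plus 3 SD, cut at about 70% in these data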;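 note: 0% = DMSO with NR2E3 transfected cells and 100% = cells lacking NR2E3 construct; higher means lower luciferase signal from less NR2E3 corepressor binding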
Target sequence (Q9Y5X4 whole entry, looked up, the tested form may be a part): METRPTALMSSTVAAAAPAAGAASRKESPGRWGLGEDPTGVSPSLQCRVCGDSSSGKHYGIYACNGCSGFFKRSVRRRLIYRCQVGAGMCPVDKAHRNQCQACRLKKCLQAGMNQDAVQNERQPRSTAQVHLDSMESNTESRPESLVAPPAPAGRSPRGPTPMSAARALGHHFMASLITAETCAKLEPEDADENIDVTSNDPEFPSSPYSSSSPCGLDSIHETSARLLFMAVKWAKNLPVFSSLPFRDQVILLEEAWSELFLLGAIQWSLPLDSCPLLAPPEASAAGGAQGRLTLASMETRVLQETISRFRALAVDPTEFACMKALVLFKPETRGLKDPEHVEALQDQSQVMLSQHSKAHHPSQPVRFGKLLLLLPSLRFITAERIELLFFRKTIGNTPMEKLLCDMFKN
CF NFkB block: blocks PAF-induced NF-kB reporter in cystic fibrosis cells; KKLEB NF-kB-GFP reporter, GFP fluorescence overnight; inhibition, % at 5 µM; 360,000 tested, 0.86% active;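 active = at least 50% inhibition at 5 µM, scaled per plate between neutral and stimulator controls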;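 note: PAF is a Pseudomonas aeruginosa culture filtrate used as stimulus; plate controls were PAF-stimulated DMSO wells for no effect and unstimulated DMSO wells for full effect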
TRAIL sens C8: caspase-8 TRAIL sensitization | NB7+C8 cells + TRAIL, ATPlite viability luminescence | 360,000 tested, 1% active | inhibition (viability loss, TRAIL sensitization), % at 10 µM;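 active = compounds causing at least 50% loss of cell viability in the single-dose screen, relative to plate controls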
NR2E3 ag-2: NR2E3 (human) agonism. AID 2300. GST-NR2E3/biotin-RetCOR TR-FRET, 1536-well. 320,000 tested, 0.12% active. inhibition of corepressor binding, % at 4.78 µM;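 active = percent inhibition above the cutoff of mean plus 3 SD of all tested compounds, set per screening campaign, cut at about 20% in these data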;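 note: 0% = DMSO wells and 100% = biotin wells as full block of FRET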
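Material: NR2E3–RetCOR corepressor complex / Amount: 1.35 nM GST-NR2E3 / Medium: Tris pH 7.5 / Compound: single nominal compound dose of 4.8 µM / Incubation: 5 h at 4 °C / Technique: TR-FRET, Eu(K)-anti-GST donor, streptavidin-D2 acceptor, ex 340, em 617/671 nm / Read-out basis: percent loss of FRET ratio relative to control wells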
Peg3 promoter: reduces Peg3 promoter-driven luciferase expression in HeLa. HeLa PEG-Prom luciferase reporter, luminescence, overnight. inhibition, % at 20 µM. 360,000 tested, 1.7% active;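 active = inhibition of at least 50% at 20 µM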
hiPSC survival: enhancers of human iPSC single-cell survival; hiPSC single-cell survival, ATPlite luminescence; 100% = ROCK inhibitor wells, 0% = DMSO; survival enhancement, % at 20 µM; 360,000 tested, 0.044% active; in the data active = survival enhancement above about 18%;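 note: cells exposed to compounds for 16 hours before the ATP read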
* marks the source's active call; other numbers are inactive results; · = no result given. This is a subset. The share of hits here may be higher or lower than overall.

Molecule	HIF-2a block	Shn3 inh set2	KKLEB cytotox	MITF TRPM1 inh	LMP1 NFkB inh	NR2E3 ag-1	CF NFkB block	TRAIL sens C8	NR2E3 ag-2	Peg3 promoter	hiPSC survival
COC(=O)C1=C(c2ccc(F)cc2OCc2ccccc2)C[C@@H]2CC[C@H]1N2C	4	-8	5	4	1	-18	26	7	1	-17	-2.8
CC(=NCCC1=CCCCC1)c1c(O)[nH]c(=O)[nH]c1=O	5	20	4	-2	-16	32	-3	1	-1	-5	2.3
CCC(C)N1C(=O)NC(=O)C2(Cc3cc(C)ccc3N(C)C2)C1=O (stereo unspecified)	10	-1	7	18	-6	-5	-6	3	-2	5	1.5
COc1ccc(CN2CCN(Cc3ccccc3F)CC2)cc1	-110	-3	2	3	10	-21	-4	-6	4	-50	-0.2
O=C1NC(=O)C(=Cc2ccccc2OCCOc2ccc([N+](=O)[O-])cc2)C(=O)N1	-23	-14	5	-5	-2	-18	-2	2	·	-15	-1.4
Cc1ccc(C2CC3CCC(C2)N3Cc2ccccc2F)cc1 (stereo unspecified)	23	13	-3	-13	-12	-14	-3	-8	·	18	-0.1
Cn1c(O)c(C(c2ccccn2)c2c(O)n(C)c(=S)n(C)c2=O)c(=O)n(C)c1=S	3	7	17	4	0	5	5	-7	3	2	0.2
S=C(NCCc1ccccc1)N1Cc2ccccc2-n2nncc2C1	1	19	-4	·	5	8	7	1	·	14	-1.8
CCn1c(P(C)(=O)O)nc2ccccc21	8	7	-3	14	5	-31	-3	-2	2	-5	-0.2
CCOC(=O)C1(c2ccccc2)CCN(CCc2ccc(NC(=O)CCC(=O)O)cc2)CC1	4	2	-2	19	-12	-26	-8	-6	·	-3	2.0
CCOc1ccccc1NC(=O)N1CCC2(CC1)OCCO2	19	3	2	-13	-8	-9	-8	6	-1	4	-0.5
O=C(c1ccc2c(c1)OCO2)C1CCCN(Cc2c(F)cccc2Cl)C1 (stereo unspecified)	-1	-1	5	7	-14	-2	-2	-15	1	20	-0.4
CCN1C(=O)CC(c2cccnc2)=Nc2ccccc21	20	-3	3	-4	-4	-10	-5	1	5	12	-0.9
COc1ccc(OC(=O)N(C)C[C@H]2OCc3cnnn3CCCC(=O)N([C@H](C)CO)C[C@@H]2C)cc1	10	8	10	·	-3	-1	6	2	·	3	0.2
CC(=O)c1c(O)n(-c2cccc(Cl)c2)c(=O)[nH]c1=O (tested in a mixture with another compound)	9	-6	10	3	2	-30	-6	10	-2	11	0.1
C[C@]12CCC(=O)C=C1C=CC1C2CC[C@@]2(C)C1CC[C@@H]2O (stereo partly specified)	8	-2	-12	23	-8	-24	24	-14	·	27	2.6
CCN1CCN(c2cc(=O)n3ccccc3n2)CC1	-15	-20	-2	-9	6	9	-1	-3	-3	-8	-0.1
COC(=O)C1=C(c2cc3ccccc3s2)C[C@@H]2CC[C@H]1N2C(=O)N1CCC(C)CC1	2	62	1	4	5	-28	26	14	2	4	-2.7
C[C@]12CCC3C(CCC4=C/C(=N/OCC(=O)NC(CCC(N)=O)C(=O)O)CC[C@@]43C)C1CCC2O (stereo partly specified)	-9	-5	3	-2	-3	-42	1	1	1	-15	-0.2
CCCCC(CC)COCCCN=Cc1c(O)[nH]c(=S)[nH]c1=O (stereo unspecified)	25	16	8	·	·	14	26	10	-2	15	0.6
COc1cc2c(cc1OC)C13CCN4CC5=CCOC6CC(=O)N2C1C6C5CC43 (stereo unspecified) (tested in a mixture with another compound)	15	-10	-10	-6	-4	-15	-6	-5	4	6	0.2
CN1CC[C@@]2(C)c3cc(O)ccc3N(C)C2O1 (stereo partly specified)	4	1	2	4	10	-6	-9	4	6	-10	-1.9
Cc1cc(/C=C2/C(=O)NC(=O)N(Cc3ccco3)C2=O)c(C)n1-c1ccccc1O	8	10	-17	-2	7	7	14	-3	1	4	-0.4
O=C1CC(=O)N(c2ccccc2F)C(=O)N1	3	0	11	-3	4	-8	-22	1	2	-10	0.7
O=c1c2ccccc2nc(-c2ccc(Cl)cc2Cl)n1-c1nccs1	5	20	-11	10	-4	-9	0	-6	-7	27	-0.3
CCCc1nnc(NC(=O)CCC(=O)N2CCN(CCOC(c3ccccc3)c3ccccc3)CC2)s1	-14	1	12	-7	-13	7	6	-9	1	-19	-0.3
Cc1ccc(S(=O)(=O)NC(CC(=O)N2CCC3(CC2)OCCO3)c2ccco2)cc1 (stereo unspecified)	11	-13	8	-12	1	-18	-6	-11	-2	14	-1.1
CCCCCP(=O)(O)c1ccccc1	9	10	18	3	-3	2	21	2	-1	-2	11
CNC(=O)OCCc1nccn1C	23	-1	0	3	2	-14	3	-10	1	6	-1.4
Cn1c(O)c(C(=Nc2ccccc2)SCc2ccc(Cl)cc2)c(=O)n(C)c1=O	-10	1	1	10	-6	-37	-3	-5	2	-5	-0.3
COc1cc(C(c2c(O)c3ccccc3oc2=O)c2c(C)n(C)n(-c3ccccc3)c2=O)ccc1O (stereo unspecified)	13	10	-8	-3	-9	-20	22	-13	-2	4	-2.9
O=C(N/N=C/c1c(O)n(-c2ccccc2)c(=S)[nH]c1=O)c1ccccc1	-8	-58	7	-28	-4	-29	-10	-5	8	-1	1.3
CCC1(c2ccc(-c3ccccc3)cc2)C(=O)NC(=O)NC1=O	-9	-6	12	1	-12	-6	-19	-4	3	10	-0.3
Cc1nn(-c2ccccc2)c(Cl)c1C1C(C#N)=C(N)Oc2c1c(=O)oc1ccccc21 (stereo unspecified)	15	10	7	16	-9	23	0	5	-1	9	4.0
C[C@]12CCC3C(CC[C@H]4C[C@@H](O)CC[C@]34C)[C@H]1CC[C@H]2O (stereo partly specified)	12	-7	-17	-8	14	-2	19	-8	·	5	0.8
COc1ccccc1OCC(=O)Nc1ccc(Cl)cc1C(=O)c1ccccc1	18	9	-4	6	-9	1	7	2	0	14	2.7
Cc1nn(CCC#N)c2c1P(=S)(N1CCCC1)OC(c1ccc(F)cc1)=N2 (stereo unspecified)	11	-1	-6	-8	-3	19	8	-12	3	13	2.2
COC1C(C)OC(OC2CC(C)(O)Cc3cc4c(c(O)c32)C(=O)c2c(O)cc3c(c2C4=O)OC2OC3(C)C(O)C(N(C)C)C2O)C(OC)C1(C)OC (stereo unspecified)	14	3	4	64*	85*	-4	2	37	·	34	-1.3
COC(=O)C1=C(c2ccc(C(C)=O)cc2)C[C@@H]2CC[C@H]1N2C(=O)NC1Cc2ccccc2C1	6	-9	0	15	12	-12	-19	-5	-1	-2	5.7
CCOC(=O)C(O)(c1ccc(NC(=O)c2ccco2)c(OC)c1)C(F)(F)F (stereo unspecified)	-12	5	-10	0	-13	11	24	6	0	5	-2.8

Exported with each value named: part of the list above
Molecule: O=C(N/N=C/c1c(O)n(-c2ccccc2)c(=S)[nH]c1=O)c1ccccc1
  HIF-2a block = -8	Shn3 inh set2 = -58	KKLEB cytotox = 7	MITF TRPM1 inh = -28	LMP1 NFkB inh = -4	NR2E3 ag-1 = -29	CF NFkB block = -10	TRAIL sens C8 = -5	NR2E3 ag-2 = 8	Peg3 promoter = -1	hiPSC survival = 1.3
Molecule: CCC1(c2ccc(-c3ccccc3)cc2)C(=O)NC(=O)NC1=O
  HIF-2a block = -9	Shn3 inh set2 = -6	KKLEB cytotox = 12	MITF TRPM1 inh = 1	LMP1 NFkB inh = -12	NR2E3 ag-1 = -6	CF NFkB block = -19	TRAIL sens C8 = -4	NR2E3 ag-2 = 3	Peg3 promoter = 10	hiPSC survival = -0.3

(further entries)
Molecule	HIF-2a block	Shn3 inh set2	KKLEB cytotox	MITF TRPM1 inh	LMP1 NFkB inh	NR2E3 ag-1	CF NFkB block	TRAIL sens C8	NR2E3 ag-2	Peg3 promoter	hiPSC survival
COc1ccc(C2C=C(C)Oc3c2c(=O)oc2ccccc32)cc1OC (stereo unspecified)	18	12	-15	·	1	9	-21	9	·	15	2.2
CC(C)CN(CC(C)C)c1ccc(C=C2C(=O)NC(=S)NC2=O)cc1[N+](=O)[O-]	-8	-44	-9	-9	-12	-1	18	8	2	-3	1.3
O=C(O)c1[nH]c(=O)[nH]c(=O)c1F	5	42	-7	-12	5	-8	12	1	1	-13	-0.3
Cc1ccc(C(C)C)c(OCC(=O)N2CCN(CC(=O)N3CCOCC3)CC2)c1	-4	-1	-1	1	0	11	5	-6	4	5	1.6
C/C(=N\N1CCN(C)CC1)c1c(O)[nH]c(=O)[nH]c1=O	5	7	4	-13	1	-24	12	-1	-2	1	-1.0
CCOC(=O)c1c(N)n(CCCOC(=O)c2ccco2)c2nc3ccccc3nc12	-13	14	-3	89*	-1	-42	17	52*	1	6	-3.5
CSc1ccccc1C(=O)C1CCCN(Cc2ccn[nH]2)C1 (stereo unspecified)	13	-11	-4	6	0	-19	-2	-2	-5	8	-2.1
Oc1ccc2c3c1OC1c4[nH]c5ccccc5c4C[C@@]4(O)C(C2)N(CC2CC2)CC[C@]314 (stereo partly specified)	-2	-7	11	-14	1	-11	4	-26	·	-16	0.6
CCOCCCNC(=O)C1c2cc(OC)c(OC)cc2C(=O)N2CCCCC12 (stereo unspecified)	16	23	0	1	0	-3	9	6	0	1	0.0
CCn1cc(C(=O)N2CCCCC2)c2ccccc21	9	-7	-10	13	-8	-12	13	-3	2	-7	0.4
CCNC(=O)NC(=O)C(C)OC(=O)c1c(C)nn(Cc2ccccc2)c1Cl (stereo unspecified)	29	8	-11	5	1	-20	12	-6	-1	9	-1.5
Cn1c(=O)c2c(nc(N/N=C/c3c(O)n(-c4ccccc4)c(=S)[nH]c3=O)n2C)n(C)c1=O	11	3	7	-6	3	-37	-13	-4	-5	16	-1.3
O=C(Cc1ccccc1F)N1CCN(CC(=O)N2CCCC2)CC1	6	-3	1	-8	-2	-27	-6	-2	·	11	-0.6
CC(C)c1ccc(N=Nc2c(O)[nH]c(=O)[nH]c2=O)cc1	-153	-39	0	-53	-5	-26	8	37	1	-192	0.6
C(#CCN1CCCCC1)COCc1ccccc1	-30	-6	5	8	-6	2	-11	-2	4	-23	-0.3
CC12CCC(=O)C=C1CCC1C2CCC2(C)C(O)(C(=O)CO)CCC12O (stereo unspecified)	13	5	2	-11	-7	0	18	-9	·	-20	-0.4
Cn1cccc1/C=C1\C(=O)NC(=O)N(Cc2ccco2)C1=O	14	-3	-10	-13	6	-9	19	3	·	22	-2.2
COC(=O)C1=C(c2ccc3ccccc3c2)C[C@@H]2CC[C@H]1N2C(=O)NCCCOC(C)C	11	14	-2	-2	2	19	-18	3	-15	2	-0.6
Cc1ccc2c(c1)C(c1ccccc1)NCC(=O)N2 (stereo unspecified)	16	3	-10	8	-1	1	11	-11	-1	20	-2.6
COC(=O)C1=C(c2ccc(F)cc2OCc2ccccc2)C[C@@H]2CC[C@H]1N2C(=O)NCc1cccc(OC)c1	20	1	10	·	-3	-11	-18	6	2	32	1.5
